# D1 antagonist: human D1 dopamine receptor antagonism; P21728; HEK293 TREx D1 cells, calcium flux, dopamine EC80; active compounds read low; activity change, negative = inhibition, % at 10 µM; 360,000 compounds, 3.2% hits; in the data active = activity change below about -30%; note: % is set by controls: 0 for no effect and ±100 for the full control effect
#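 Compound effects on dopamine-evoked calcium signalling were measured in tetracycline-induced HEK293 Trex D1 cells. Dopamine at EC80 followed a 180 s compound pre-read, and fluorescence was tracked kinetically for 180 s more.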
# D2 ag: activates the human D2 dopamine receptor. P14416. HEK293 T-REx D2 cells, calcium flux agonist mode. activation, % at 2 µM. 340,000 compounds, 0.53% hits. AID 485358;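 active = activation over 3 SD above normal in the single-dose calcium agonist read, cut at about 30% in these data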; note: 0% is about no effect
# Target sequence (P14416 whole entry, looked up): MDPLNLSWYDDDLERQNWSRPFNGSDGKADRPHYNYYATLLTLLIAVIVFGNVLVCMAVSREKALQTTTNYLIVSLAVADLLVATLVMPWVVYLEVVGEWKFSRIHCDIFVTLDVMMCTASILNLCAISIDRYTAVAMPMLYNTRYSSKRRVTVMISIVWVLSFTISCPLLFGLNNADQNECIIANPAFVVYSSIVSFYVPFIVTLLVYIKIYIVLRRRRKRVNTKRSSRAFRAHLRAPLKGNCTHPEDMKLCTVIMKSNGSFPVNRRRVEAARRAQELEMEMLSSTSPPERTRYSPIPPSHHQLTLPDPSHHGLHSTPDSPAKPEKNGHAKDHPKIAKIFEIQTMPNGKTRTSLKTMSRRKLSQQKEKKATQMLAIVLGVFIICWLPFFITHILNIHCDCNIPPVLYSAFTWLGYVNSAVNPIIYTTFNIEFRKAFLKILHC
#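 Tetracycline-induced HEK293 Trex cells with D2 receptor force-coupled to calcium signaling, plated overnight at 30 C and loaded with no-wash calcium dye. Calcium flux read kinetically for 180 s after compound addition; responses flag agonists.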
# RXFP1 antag: blocks the human relaxin receptor RXFP1; AID 1259400; 350,000 compounds, 0.59% hits; Q9HBX9; HEK293-RXFP1, relaxin-stimulated cAMP HTRF, 30 min; active compounds read low; activity change, negative = inhibition, % at 57.5 µM;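 active = activity change of -60% or lower, but not beyond a set lower limit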; note: % is set by controls: 0 for no effect and ±100 for the full control effect
# D2 antag: antagonizes the human D2 dopamine receptor | HEK293 TREx D2 cells, calcium flux, dopamine EC80 | 340,000 compounds, 2% hits | AID 485344 | inhibition, % at 10 µM; in the data active = inhibition above about 30%; note: 0% is about no effect
#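 Antagonism is scored as inhibition of an EC80 dopamine-evoked calcium signal in a force-coupled, tetracycline-inducible HEK293 T-REx D2 line, with compound present 180 s before agonist.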
# TRHR ag: TRH receptor (human) agonism. activation, % at 2 µM. TRHR cells, calcium flux fluo-8, FDSS agonist mode. 360,000 compounds, 0.18% hits. P34981; note: 0% is about no effect
# Target sequence (P34981 whole entry, looked up): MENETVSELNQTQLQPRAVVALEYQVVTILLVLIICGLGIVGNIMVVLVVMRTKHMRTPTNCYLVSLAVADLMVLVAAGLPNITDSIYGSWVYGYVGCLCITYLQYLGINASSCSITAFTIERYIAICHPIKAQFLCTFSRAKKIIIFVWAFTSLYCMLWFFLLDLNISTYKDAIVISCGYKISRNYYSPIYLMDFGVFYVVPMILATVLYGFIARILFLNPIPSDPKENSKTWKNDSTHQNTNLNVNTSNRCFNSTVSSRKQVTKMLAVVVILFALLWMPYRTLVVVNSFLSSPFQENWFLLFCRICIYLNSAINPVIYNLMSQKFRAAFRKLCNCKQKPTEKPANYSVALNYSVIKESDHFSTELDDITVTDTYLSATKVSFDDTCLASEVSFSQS
#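 Steps: seed TRHR cells overnight; add fluo-8 no-wash Ca dye, RT 30 min–1.5 h; record 10 s baseline; pin-transfer compounds; monitor fluorescence 1 cycle/s for the agonist window. Calcium increases flag candidate agonists.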
# TRHR enhancer: allosterically enhances the human TRH receptor | P34981 | TRHR cells, fluo-8 calcium fluorescence, EC20 TRH enhancement | enhancement, % at 2 µM | 360,000 compounds, 0.66% hits; in the data active = enhancement above about 30%; note: 0% is about no effect
#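 TRHR-expressing cells loaded with fluo-8 calcium dye were read kinetically (ex 480/em 530) during compound addition, then stimulated with an EC20 of TRH (10 nM final). Enhancement of the Gq-mediated intracellular calcium response was scored.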
# D1 PAM: human D1 dopamine receptor positive modulation; P21728; HEK293 TREx D1 cells, calcium flux, dopamine EC20 potentiation; potentiation, % at 10 µM; 360,000 compounds, 0.036% hits; AID 504651; in the data active = potentiation above about 30%; note: 0% is about no effect
# D1 ag: human D1 receptor agonism. P21728. activation, % at 2 µM. AID 504660. HEK293 T-REx D1 cells, calcium flux, agonist mode. 360,000 compounds, 1% hits; note: 0% is about no effect
#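 Inducible HEK293 T-REx D1 cells, force-coupled to calcium signalling, were plated at 4000 cells/well with tetracycline and held overnight at 30 C. After no-wash calcium dye loading, compound-evoked calcium rise over 180 s flagged agonists.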
# D2 PAM: D2 dopamine receptor (human) potentiation | P14416 | HEK293 T-REx D2, calcium flux, EC20 dopamine potentiation | potentiation, % at 10 µM | 340,000 compounds, 0.34% hits;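 active = potentiation over 3 SD above the plate norm, cut at about 30% in these data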; note: 0% is about no effect
#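 Potentiation of an EC20 dopamine calcium response measured kinetically over 180 s, after a preceding 180 s compound-only read flagging agonists. Cells: inducible Hek293 Trex D2 line, 4000/well, cultured overnight at 30 C before dye loading.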
# * marks the source's active call; other numbers are inactive results; . = no result given; & = joins results of further samples. Cut-off read from the data, not from the text of the source, unless noted: active = activation above about 30%; inactive = the rest.
SMILES,D1 antagonist,D2 ag,RXFP1 antag,D2 antag,TRHR ag,TRHR enhancer,D1 PAM,D1 ag,D2 PAM
CC(C)OC(=O)Cn1cnc2ccc(Br)cc2c1=O,-2,0.3,0,3,0.7,3,6,1,2
Cn1c(=O)nc2n(Cc3ccccc3)c3ccccc3cc-2c1=O,-14,-3.0,1,3,-0.3,31*,1,3,-6
Cc1noc(/C=C/c2ccco2)c1S(=O)(=O)N1CCC(C(=O)Nc2ccc(F)c(Cl)c2)CC1,-48*,0.5,-9,.,-1.3,4,4,10,8
Cc1ccc(/C=C/C(O)=C2/C(=O)N(C)C3(C)CC2c2ccccc2O3)cc1 (stereo not drawn),3,-0.8,1,-8,0.0,-7,-3,2,-6
O=C(NC(Cc1ccc2c(c1)OCO2)C(=O)N1CCCC1C(=O)O)c1ccccc1 (stereo not drawn),-8,-1.4,8,34*,0.2,1,4,1,9
O=C(O)c1cccc(Oc2ccc([N+](=O)[O-])cc2)c1,4,0.3,0,-13,0.5,-1,3,2,5
Cn1c2ccccc2c2cnn(CC(=O)N3CCN(c4cccc(C(F)(F)F)c4)CC3)c(=O)c21,-6,0.3,2,.,1.0,-3,0,7,-15
Cc1ccc(C2OCC3(CO2)COC(c2ccc(C)cc2)OC3)cc1 (stereo not drawn),-2,.,15,.,1.6,5,1,2,.
COc1cccc(N2CCN(C(=O)CCCCCNc3nc(=S)[nH]c4ccccc34)CC2)c1,-22,0.5,-90*,-13,1.1,-2,-1,3,14
Cc1ccc(NC(=O)c2ccc(=O)[nH]n2)cc1C,-1,0.6,-11,10,0.5,-1,-4,1,-11
COc1ccc(C2C(C#N)=C(N)Oc3c2ccc2cccnc32)cc1OC (stereo not drawn),-1,0.2,-5,2,-0.3,4,-2,2,2
O=C(COC(=O)c1cccc(C(=O)OCC(=O)NC2CC2)n1)NC1CC1,8,-1.1,1,0,0.8,-1,-8,2,1
Cc1ccc(NC2CCCN(C(=O)c3ccccc3N3CCOCC3)C2)cc1C (stereo not drawn),-7,1.0,1,1,-0.2,-2,-1,1,8
COc1ccc(C2=NOC(C(=O)Nc3cc(C)on3)C2)cc1OC (stereo not drawn),-4,1.7,3,-2,0.9,-2,-1,2,3
CCCCC(CC)C(=O)Nc1cc(C(=O)NCCC)ccc1N1CCC2(CC1)CC(c1ccccc1)=NO2 (stereo not drawn),-16,.,.,.,0.2,38*,4,3,.
CC1C(=O)Nc2ccc(S(=O)(=O)Nc3ccccc3Br)cc2NC1=O (stereo not drawn),1&-10,0.1,2&0,1,0.0&-0.2,0&0,-5&-1,4&-1,-5&-6
O=C(c1ccc2c(c1)OCCO2)N(Cc1cccnc1)c1nc2c(F)cccc2s1,-6,0.9,-20,.,0.1,-3,-5,8,10
CC(C)CNC(=O)CCCSc1nc2ccccc2[nH]1,14,-0.6,4,11,-2.4,-4,1,0,3
O=[N+]([O-])c1ccc(/C=[N+](\[O-])CCO)o1,5,0.6,10,6,4.6,-6,-1,4,-5
COc1ccc(-c2nc3c4ccccc4ccn3c2CN2CCCCC2)cc1OC,-1,-1.9,-7,-12,-1.2,-2,-10,2,-10
CC(=O)c1cccc(NS(=O)(=O)c2ccc(-c3cnc(C4CC4)o3)cc2)c1,-28,-0.3,7,14,-0.3,-11,-3,20,10
CCCSc1nnc(C(C)C)n1N,-12,-0.1,8,1,-1.4,-1,1,-1,7
Nc1nc(SCc2nnc(SCC(=O)O)n2-c2ccccc2)nc2sc3c(c12)CCCC3,-13,0.3,-6,21,-0.3,3,-5,0,-6
CCN1C(=O)c2cccc3cccc1c23,3,0.1,-7,-16,-0.4,3,-6,1,15
NC(=O)COc1ccc(NC(=O)c2ccccc2-c2ccccc2)cc1,5,.,-4,.,0.3,9,-5,3,.

# Part of the list above in order of count of non-hydrogen atoms, lowest first.
SMILES,D1 antagonist,D2 ag,RXFP1 antag,D2 antag,TRHR ag,TRHR enhancer,D1 PAM,D1 ag,D2 PAM
CCCSc1nnc(C(C)C)n1N,-12,-0.1,8,1,-1.4,-1,1,-1,7
Cc1ccc(NC(=O)c2ccc(=O)[nH]n2)cc1C,-1,0.6,-11,10,0.5,-1,-4,1,-11
Cn1c(=O)nc2n(Cc3ccccc3)c3ccccc3cc-2c1=O,-14,-3.0,1,3,-0.3,31*,1,3,-6
O=C(NC(Cc1ccc2c(c1)OCO2)C(=O)N1CCCC1C(=O)O)c1ccccc1 (stereo not drawn),-8,-1.4,8,34*,0.2,1,4,1,9
CCCCC(CC)C(=O)Nc1cc(C(=O)NCCC)ccc1N1CCC2(CC1)CC(c1ccccc1)=NO2 (stereo not drawn),-16,.,.,.,0.2,38*,4,3,.

# The listing picks up, starting 2 compounds before the break.
SMILES,D1 antagonist,D2 ag,RXFP1 antag,D2 antag,TRHR ag,TRHR enhancer,D1 PAM,D1 ag,D2 PAM
CCN1C(=O)c2cccc3cccc1c23,3,0.1,-7,-16,-0.4,3,-6,1,15
NC(=O)COc1ccc(NC(=O)c2ccccc2-c2ccccc2)cc1,5,.,-4,.,0.3,9,-5,3,.
COc1ccc(/C=N/Nc2ncnc3c2[nH]c2ccc(C)cc23)c(OC)c1OC,-12,-0.5,-20,-5,0.4,5,-4,1,3
CC(=O)C1=C(O)C(=O)N(CCCO)C1c1ccccc1 (stereo not drawn),-5,-0.1,-10,4,-0.2,0,1,-1,6
O=C(Nc1ccc(S(=O)(=O)N2CCOCC2)cc1)c1ccc(Br)o1,2,-0.1,-3,-1,0.3,3,-6,2,-1
Cc1ccc(NC(=O)COC(=O)Cn2nc(C)c([N+](=O)[O-])c2C)c([N+](=O)[O-])c1,-5,-1.0,0,0,-0.8,-3,-2,9,10
O=C(N/N=C(\c1ccccc1)c1cccnc1)c1ccc(O)cc1,4,0.2,0,-3,0.3,3,-2,6,0
NC(=O)COc1ccc(C2c3c(oc4ccccc4c3=O)C(=O)N2CC2CCCO2)cc1 (stereo not drawn),4,.,-13,.,0.5,-6,-5,1,.
O=C(Nc1ccc2[nH]ccc2c1)c1cccs1,-3,1.0,.,13,-0.3,-2,4,0,-2
O=[N+]([O-])c1cc2c(cc1Br)CCN2,-2,0.4,6,-13,0.4,-1,-2,2,6
O=C(NCc1cccc(Cl)c1)c1cccc(C(F)(F)F)c1,-33*,0.8,-1,11,0.1,14,-9,2,-3
CN(C)C(=O)c1cn(CCC#N)nc1-c1ccc2ccccc2c1,-9,0.0,5,-2,0.2,4,-4,3,4
Cc1ccc2c(cnn2C(=O)CCC(=O)NC2CCCC2)c1,-47*,-0.3,-8,19,0.1,-1,-7,1,-7
COC(=O)c1sccc1NC(=O)c1ccc(C(C)C)cc1,-8,1.4,-6,-1,1.0,-8,-7,14,7
CCOC(=O)C1(CC2CCCCO2)CCN(C(=O)Nc2ccccc2CC)CC1 (stereo not drawn),20,0.1,-1,-24,-0.3,-10,-3,1,10
CCOC(=O)C1=C(CS(=O)(=O)c2ccc(C(C)(C)C)cc2)NC(=O)NC1c1cccc(OC)c1 (stereo not drawn),5,0.5,.,.,0.2,-9,4,0,0
COc1ccccc1N1CC(C(=O)OCC(=O)Nc2c(C)cccc2C)CC1=O (stereo not drawn),7,0.2,-17,-3,-0.1,-8,4,1,1
COc1ccccc1CNS(=O)(=O)c1ccc(-n2cnnn2)c(OC)c1,-19,1.5,-10,5,0.2,0,.,8,-3
COc1ccccc1/C=N/NC(=O)c1ccc(NC(=O)c2ccccc2Br)cc1,-28,63*,-9,0,0.3,4,-2,10,-19
Cc1nc(CN2CCCC2=NC#N)n(-c2ccccc2)n1,-8,0.9,1,-29,0.5,2,2,1,-13
Cc1c(C(=O)Nc2ccc3oc(-c4cccnc4)nc3c2)oc2ccccc12,58,-0.9,3,9,-0.4,8,1,16,4
CC(C)Oc1ccc(N2CC(C(=O)Nc3ccccc3F)CC2=O)cc1 (stereo not drawn),-2,-0.7,1,-4,-0.3,5,-6,-1,-1
Cc1cc(C)nc(SCc2ccc(C(=O)N/N=C/c3ccc(C(=O)O)cc3)cc2)n1,7,-0.6,-32,5,-0.1,-3,0,3,-6
COc1ccc(NC(=O)CS(=O)c2cccc(Cl)c2)cc1 (stereo not drawn),-3,0.0,-5,-5,-0.3,-2,-4,3,-7
COc1cccc(NS(=O)(=O)c2ccc3[nH]cc(C(=O)NCCCOC(C)C)c(=O)c3c2)c1,10,-1.5,13,25,-0.3,2,-2,122*,1
O=C(Nc1cnn(Cc2ccc(F)cc2)c1)c1cc2nc(-c3ccco3)cc(C(F)(F)F)n2n1,2,-0.2,4,1,-0.6,-7,1,0,6
COc1ccc(-c2n[nH]c3c2C(c2ccc(Cl)cc2Cl)NC3=O)cc1 (stereo not drawn),19,-0.4,.,.,-0.5,9,10,-1,13

# Molecules listed so far that have bromine (five):
SMILES,D1 antagonist,D2 ag,RXFP1 antag,D2 antag,TRHR ag,TRHR enhancer,D1 PAM,D1 ag,D2 PAM
CC(C)OC(=O)Cn1cnc2ccc(Br)cc2c1=O,-2,0.3,0,3,0.7,3,6,1,2
CC1C(=O)Nc2ccc(S(=O)(=O)Nc3ccccc3Br)cc2NC1=O (stereo not drawn),1&-10,0.1,2&0,1,0.0&-0.2,0&0,-5&-1,4&-1,-5&-6
O=C(Nc1ccc(S(=O)(=O)N2CCOCC2)cc1)c1ccc(Br)o1,2,-0.1,-3,-1,0.3,3,-6,2,-1
O=[N+]([O-])c1cc2c(cc1Br)CCN2,-2,0.4,6,-13,0.4,-1,-2,2,6
COc1ccccc1/C=N/NC(=O)c1ccc(NC(=O)c2ccccc2Br)cc1,-28,63*,-9,0,0.3,4,-2,10,-19

# Next part
SMILES,D1 antagonist,D2 ag,RXFP1 antag,D2 antag,TRHR ag,TRHR enhancer,D1 PAM,D1 ag,D2 PAM
O=C(O)C1=CCCN(CCON=C(c2ccccc2)c2ccccc2)C1,6,0.9,.,-14,0.5,5,-6,0,6
Cc1ccccc1C(=O)NC(=S)NCCC1=CCCCC1,-16,.,-6,.,0.9,11,-7,4,.
COC(=O)c1ccccc1S(=O)(=O)NNC(=O)c1ccccc1-n1cccc1,-7,-0.9,9,1,-1.2,7,-4,2,4
O=C(O)c1cc(NC(=O)C2CCCO2)cc(NC(=O)C2CCCO2)c1 (stereo not drawn),-8,-0.1,-5,-4,0.3,-4,-2,-1,-3
COc1ccccc1N/C(N)=N/c1nc(C(F)(F)F)cc(=O)[nH]1,-57*,-0.2,-12,8,0.0,1,-10,4,-4
Cc1cccc(NS(=O)(=O)c2ccc3c(c2)CCN3C(=O)CCC(=O)O)c1,26,-0.4,4,19,0.2,14,6,0,-1

# Compound activity deposited in PubChem by National Center for Advancing Translational Sciences (NCATS).
